# Screening data from PubChem BioAssay.
# GPR55 beta-arrestin: selective activators of receptor GPR55 – imaging, U2OS cells, beta-arrestin-GFP redistribution, primary screen (AID 1961) | U2OS GPR55 beta-arrestin-GFP redistribution imaging; higher % means a stronger effect | one-dose activation, % at 10 µM; EC50 in µM for titrated hits | 0.048% of 290,000 active;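 active means activation above 40% with more than 50 cells counted in the well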;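 further: U2OS osteosarcoma cells stably expressing GPR55 and beta-arrestin-GFP; plate controls were DMSO negative control for no effect and LPI positive control for full effect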
# KOR beta-arrestin-1: kappa opioid receptor activators – cell-based, luminescence, uHTS, primary screen (AID 1777) | KOR beta-arrestin recruitment, luminescence; higher % means a stronger effect | one-dose activation, % at 10 µM; EC50 in µM for titrated hits | 0.02% of 280,000 active; in the data active means activation above about 50%, passing the limit was not always enough; further: a part of the inactive calls stands beside numbers as strong as those of hits
# GPR55 antagonists: inhibition of LPI-stimulated GPR55 beta-arrestin translocation – imaging, U2OS, beta-arrestin-GFP, LPI agonist, primary screen (AID 2013); U2OS GPR55 beta-arrestin-GFP translocation imaging, LPI antagonism; higher % means a stronger effect; inhibition, % at 10 µM; hits with a dose series show IC50 in µM; 0.13% of 290,000 active;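 active means spots per cell inhibited over 60%, with over 100 cells counted and total cytoplasm intensity under 500,000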;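 further: U2OS cells stably carrying GPR55 and arrestin-GFP stimulated by 5 µM LPI near EC80; imaged beta-arrestin-GFP aggregate spots per cell after agonist stimulation; plate controls were LPI-stimulated DMSO wells for no effect and DMSO wells without LPI for full effect; some results filed as inactive read as strong as hits; confirmed hits need IC50 under 10 µM and bright autofluorescent wells are also inconclusive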
# West Nile virus CPE: inhibition of WNV-induced cytopathic effect – cell-based, CPE readout (AID 1621); 0.02% of 290,000 active; West Nile virus-infected cells, CPE inhibition; higher % means a stronger effect; CPE inhibition, % at 10 µM; hits with a dose series show IC50 in µM; in the data active means a potency from the dose series; further: strong numbers were not always called active
# T cell modulator: modulates CD8 T cell binding to vesicles; 2C CD8+ T cell-vesicle binding, flow cytometry; hits give low values; calls only at 7 µM; 0.068% of 330,000 active;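 active means response, share of CD8 T cells binding vesicles, and their 90th percentile fluorescence all below set limits, cut at about 80% in these data, passing the limit was not always enough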
#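 Material: murine 2C transgenic CD8+ T lymphocytes / Also added: QL9-peptide-loaded Drosophila micro-vesicles bearing Ld, ICAM-1 and B7-1 / Schedule: binding step 1.5 h, 37 °C, antibody labelling 20 min, ice / Signal: flow cytometry, PE anti-B7-1 (FL2) versus Alexa647 anti-CD8 (FL8), PFA-fixed / Evaluation: percent CD8+ FL2 mean versus row control / Benchmarks: naked versus QL9-loaded vesicles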
# GPR35 antagonists: inhibition of zaprinast-stimulated GPR35 beta-arrestin translocation – imaging, U2OS, beta-arrestin-GFP, zaprinast agonist, primary screen (AID 2058). U2OS GPR35 beta-arrestin-GFP translocation imaging, zaprinast antagonism; higher % means a stronger effect. one-dose inhibition, % at 10 µM; IC50 in µM for titrated hits. 0.052% of 290,000 active;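 active means inhibition of at least 50% with at least 30 cells and total cytoplasm GFP at most 10,000,000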
# NTR1 ag: NTR1-driven beta-arrestin-GFP spot formation – imaging, U2OS cells, high content, primary screen (AID 493036) | activation, % at 20 µM | 0.17% of 330,000 active | agonist mode;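 active means activation at or above 40% of the spot to cytoplasm intensity ratio, with at least 20 cells analyzed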;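 further: 0% = DMSO without peptide and 100% = 100 nM NTR1 peptide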
# Target sequence (P30989 whole entry, looked up): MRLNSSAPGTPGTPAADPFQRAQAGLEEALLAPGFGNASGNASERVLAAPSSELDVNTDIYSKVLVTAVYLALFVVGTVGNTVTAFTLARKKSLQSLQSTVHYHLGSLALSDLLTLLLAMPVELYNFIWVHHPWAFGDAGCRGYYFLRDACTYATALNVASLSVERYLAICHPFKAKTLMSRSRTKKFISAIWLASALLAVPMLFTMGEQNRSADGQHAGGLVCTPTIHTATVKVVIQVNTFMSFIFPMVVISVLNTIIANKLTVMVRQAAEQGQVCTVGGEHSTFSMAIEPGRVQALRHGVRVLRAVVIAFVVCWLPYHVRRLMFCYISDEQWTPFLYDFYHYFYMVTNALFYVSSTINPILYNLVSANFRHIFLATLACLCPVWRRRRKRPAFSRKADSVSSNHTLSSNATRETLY
# PhoP inhibition: PhoP-dependent GFP reporter repression – Salmonella Typhimurium, primary screen (AID 1863); S. Typhimurium PhoP-regulated promoter GFP reporter, 4 h; higher % means a stronger effect; inhibition, % at 50 µM; hits with a dose series show IC50 in µM; 0.16% of 300,000 active;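 active means inhibition over 29.93%, a cutoff 3 SD above the screen mean, later confirmed by dose response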;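 further: 0% = low Mg2+ inducing control and 100% = high Mg2+ repressing control; strong numbers were not always called active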
# KOR beta-arrestin-2: KOR antagonists, beta-arrestin recruitment, cell-based, luminescence, uHTS (AID 1778). one-dose inhibition, % at 10 µM; IC50 in µM for titrated hits. 0.091% of 290,000 active. KOR beta-arrestin recruitment, luminescence, antagonist mode; higher % means a stronger effect; in the data active means inhibition above about 50%; further: strong numbers were not always called active
# T cell modulator vesicle-bound %: also measured in T cell modulator; calls as there; double positive events, %; measured here: CD8+ vesicle-bound cell fraction;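 binding gate set so that unloaded-vesicle control wells show 10% double positive cells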
# NTR1 ag cell count 20 µM: further read-out of NTR1 ag, marked with its call; cell count; measured here: cell count, cytotoxicity flag
# Active calls of the source: *; i = inactive; . = no result given; [ ] = another dose, or the depositor's remark.
SMILES,GPR55 beta-arrestin,KOR beta-arrestin-1,GPR55 antagonists,West Nile virus CPE,T cell modulator,T cell modulator vesicle-bound %,GPR35 antagonists,NTR1 ag,NTR1 ag cell count 20 µM,PhoP inhibition,KOR beta-arrestin-2
C=C(C)c1cccc(C(C)(C)NC(=O)N2CCCCC2CC)c1 (centres undefined),0.0%,-0.4%,0%,0.2%,i,35,-6%,-1.6,61,13%,-10%
CCSC(=O)NC12CC3CC(CC(C3)C1)C2,0.5%,0.9%,-2%,-0.4%,i,12,9%,-0.7,52,4%,17%
Nc1nonc1-c1nc2ccccc2n1CCC(=O)O,0.0%,0.4%,21%,0.1%,i,45,-6%,0.5,48,0%,22%
COc1ccc(CNC(=O)C2CCN(S(=O)(=O)c3cc(OC)ccc3OC)CC2)cc1,-0.2%,2.1%,9%,-0.3%,i,7,1%,1.2,50,-6%,-12%
CC(C)(C)c1nn(-c2ccccc2)c2[nH]c(=O)c(CNCc3ccco3)cc12,0.7%,15%,40%,.,i,34,10%,0.8,52,42%,9%
Cc1c(C2=CCN(S(=O)(=O)c3ccc(Cl)cc3)CC2)c2ccccc2n1C,-0.3%,11%,6%,-1.1%,i,26,-7%,3.0,60,-4%,-38%
COC(=O)COc1cccc(NS(=O)(=O)c2ccc(NC(C)=O)cc2)c1,-0.1%,-2.3%,10%,0.0%,i,26,-10%,1.1,52,-7%,45%
CCSc1ccc(-c2ccc(C)cc2)nn1,0.3%,3.3%,0%,0.0%,.,.,5%,.,.,6%,-27%
CCOCCCN(C)C1CCN(C(=O)c2oc3ccccc3c2NC(=O)COc2cccc(C)c2)CC1,0.0%,1.0%,2%,1.0%,i,10,15%,2.2,52,-9%,-4%
O=S(=O)(Nc1nccs1)c1cc(Cl)ccc1Cl,-0.1%,-1.4%,-2%,0.1%,i,42,-2%,2.6,30,22%,-15%
Cc1ccc(N(C)C(=O)n2cnc3ccccc32)cc1,-0.1%,9.2%,-8%,-0.7%,i,26,0%,-0.3,42,0%,-56%[20 µM]
CCO[C@@H]1OC(C(=O)N2CCN(C)CC2)=C[C@H](c2coc3ccccc3c2=O)[C@H]1CCCO,0.2%,3.8%,-2%,-0.3%,i,31,-1%,-0.7,60,-4%,-3%
O=S(=O)(NCc1ccco1)c1cnc(Cl)c(Br)c1,-0.3%,2.8%,24%,-0.7%,i,45,16%,16,41,3%,0%
CCCCNC(=O)c1cccc(C(=O)NCCCC)c1,-0.1%,-3.6%,3%,-0.7%,i,18,-3%,-1.8,48,4%,-21%
CCN(C(=O)c1ccco1)C1C2CC3CC(C2)CC1C3 (centres undefined),0.3%,4.5%,-2%,-0.5%,i,66,1%,0.8,51,-10%,-9%
CC(C)(C)OC(=O)NCCCC[C@H](NC(=O)[C@H](Cc1c[nH]c2ccccc12)NC(=O)OCc1ccccc1)C(=O)O,-0.1%,3.0%,-15%,-0.4%,i,6,-4%,-0.6,77,-4%,-19%
CCOc1ccc(C(=O)Nc2ccc(NC(=O)c3cccs3)cc2)cc1[N+](=O)[O-],-0.3%,-0.6%,10%,0.1%,i,51,-8%,2.1,44,-6%,7%
O=C(c1ccccc1Br)N1CCN(Cc2ccc3c(c2)OCO3)CC1,0.2%,-2.6%,-11%,-1.1%,i,52,-10%,-0.4,58,1%,12%
CC1(C)OC2CCN3C(C(O)COS3(=O)=O)C2O1 (centres undefined),-0.1%,0.0%,1%,1.5%,i,19,4%,1.8,74,-6%,-25%[20 µM]
CC(NC(=O)c1ccccc1NC(=O)c1ccncc1)c1ccccc1 (centres undefined),-0.1%,0.5%,-7%,-0.1%,i,60,-1%,0.3,70,3%,-4%
COc1ccccc1C(=O)Nn1c(-c2cccs2)nc2ccccc2c1=O,-0.2%,18%,8%,-0.4%,i,59,-11%,-0.2,81,3%,-13%
COc1ccc2c(c1)C(=O)c1ccccc1CO2,-0.1%,3.8%,-9%,.,i,24,0%,-0.7,60,-26%,-10%
Cc1ccc([N+](=O)[O-])c(OCCN2CCC(Cc3ccccc3)CC2)c1,-0.1%,-2.0%,20%,-1.4%,i,27,-6%,3.7,66,-5%,-77%[20 µM]
Oc1ccccc1CNc1ccc(OC(F)(F)F)cc1,0.1%,0.1%,-2%,-1.9%,i,56,0%,13,78,-6%,1%
COCc1cc(=O)n2[nH]c(-c3ccsc3-n3c(C)ccc3C)cc2n1,-0.1%,-2.8%,1%,-0.1%,i,47,2%,0.6,76,11%,-5%
Cc1c(CC(=O)N[C@@H](C)C(=O)O)c(=O)oc2cc3c(cc12)CCC(C)(C)O3,-0.2%,3.3%,2%,-0.1%,i,7,-8%,1.0,93,-7%,-2%
Cc1cc(C(=O)N/N=C/c2cccn2C)n[nH]1,-0.1%,-4.3%,0%,-0.2%,i,63,9%,0.3,90,-2%,-13%
Cc1ccc(C)c(S(=O)(=O)N2CCCOC2CNC(=O)C(=O)NCc2ccccn2)c1 (centres undefined),0.0%,1.5%,2%,0.1%,i,7,-1%,-0.9,74,-7%,-14%
O=C(NCc1cccc(F)c1)C1CCC(=O)N(C2CC2)C1 (centres undefined),0.0%,-1.0%,16%,-0.1%,i,67,5%,3.2,63,5%,-1%
CCCNC(=O)c1nn2c(C(F)(F)F)cc(-c3ccccc3)nc2c1Cl,0.4%,1.5%,-4%,-1.0%,i,47,14%,3.6,57,1%,-29%[20 µM]

# A different layout for part of the listing above:
molecule	GPR55 beta-arrestin	KOR beta-arrestin-1	GPR55 antagonists	West Nile virus CPE	T cell modulator	T cell modulator vesicle-bound %	GPR35 antagonists	NTR1 ag	NTR1 ag cell count 20 µM	PhoP inhibition	KOR beta-arrestin-2
Oc1ccccc1CNc1ccc(OC(F)(F)F)cc1	0.1%	0.1%	-2%	-1.9%	i	56	0%	13	78	-6%	1%
COCc1cc(=O)n2[nH]c(-c3ccsc3-n3c(C)ccc3C)cc2n1	-0.1%	-2.8%	1%	-0.1%	i	47	2%	0.6	76	11%	-5%
Cc1c(CC(=O)N[C@@H](C)C(=O)O)c(=O)oc2cc3c(cc12)CCC(C)(C)O3	-0.2%	3.3%	2%	-0.1%	i	7	-8%	1.0	93	-7%	-2%

# (cont.)
SMILES,GPR55 beta-arrestin,KOR beta-arrestin-1,GPR55 antagonists,West Nile virus CPE,T cell modulator,T cell modulator vesicle-bound %,GPR35 antagonists,NTR1 ag,NTR1 ag cell count 20 µM,PhoP inhibition,KOR beta-arrestin-2
O=C(Nc1ccccc1N1CCCC1)c1ccc2c(c1)OCO2,-0.2%,-2.1%,-1%,-0.3%,i,24,4%,-0.3,89,-11%,20%
Cc1ccc(-c2ccc(/C=N/O)o2)cc1[N+](=O)[O-],-0.2%,-5.9%,17%,-1.2%,i,10,-13%,2.5,27,5%,10%
O=C(N/N=C1\CCCc2ccccc21)c1cccc(Br)c1,-0.6%,6.9%,12%,0.1%,i,12,-24%,6.6,31,-4%,-23%
O=C(CCOc1ccccc1)Nc1ccnn1C1CCN(C(=O)CCC(F)(F)F)CC1,0.2%,1.5%,9%,0.3%,i,14,20%,2.4,83,7%,-30%
O=C1/C(=C/c2cccc(F)c2)Oc2cc(O)ccc21,0.0%,2.6%,3%,-0.4%,i,22,1%,2.9,79,-16%,-26%
Cc1nn(C(=O)c2cccs2)c(C)c1CN1C(=O)c2ccccc2C1=O,0.2%,-1.4%,-10%,0.3%,i,16,19%,-0.9,46,-2%,-25%
C=CCOC(=O)C1=C[C@H](c2ccc(Br)cc2)[C@@H](CCCO)[C@H](OCC)O1,0.9%,-1.7%,8%,-0.7%,i,18,-12%,17,73,-5%,-28%
CC(=N\O)/C(CN(C)C)=N/O,-0.2%,9.4%,-3%,0.1%,i,38,-1%,4.0,38,-7%,-69%
Brc1cccc(Cn2c(-c3cncs3)nc3ccccc32)c1,0.0%,-0.6%,-4%,-0.8%,i,51,-12%,2.1,88,4%,1%
Cc1ccc(S(=O)(=O)N2CCN(CC(=O)N/N=C/c3ccc(Br)s3)CC2)cc1,-0.1%,-0.6%,0%,-0.8%,i,16,-4%,1.4,45,0%,11%
COCCN(C(=O)CSc1nnc(-c2cccc(C)c2)n1C)c1c(N)n(Cc2ccccc2)c(=O)[nH]c1=O,0.2%,0.4%,-4%,0.4%,i,36,8%,-1.1,53,1%,-1%
NC[C@@H]1O[C@H](C23CC4CC(CC(C4)C2)C3)Cc2c1ccc(O)c2O,-0.1%,-2.7%,42%,0.7%,i,14,.,10,46,14%,7%
COc1ccccc1NC(=O)Cn1cnc2sc(C(=O)NCc3ccco3)c(C)c2c1=O,0.2%,3.1%,-10%,0.0%,i,2,-9%,-0.4,62,0%,10%
COc1cc(C=C2C(=O)c3ccccc3C2=O)ccc1O,-0.1%,-5.1%,19%,0.3%,i,50,5%,3.3,46,-6%,48%
C/C(CC(=O)Nc1ccc(C)c(Cl)c1)=N\NC(=O)Cc1cnc(N)s1,-0.1%,-7.8%,-10%,-0.3%,i,24,9%,-0.8,39,-3%,4%[20 µM]
CC(C)c1nnc(NC(=O)CCS(=O)(=O)c2nc(-c3cccs3)cc(C(F)(F)F)n2)s1,7.4%,-3.0%,13%,0.8%,i,13,19%,20,106,-7%,28%
CCC(=O)N1CCc2cc(Br)cc(S(=O)(=O)NC3CCN(Cc4ccccc4)CC3)c21,-0.3%,1.0%,-4%,-0.2%,i,27,4%,1.7,51,2%,-36%
O=C(Nc1cccc(O)c1)c1cc(-c2ccc3c(c2)OCO3)on1,0.7%,3.2%,-2%,-0.2%,i,27,2%,-1.7,33,-1%,-40%
Cc1ccc(C(C)(O)CS(=O)(=O)Cc2ccccc2)cc1 (centres undefined),0.0%,-0.1%,2%,-0.2%,i,60,-2%,0.5,70,-1%,14%
CC(C)CNC(=O)c1cccc(NC(=O)C(C)C)c1,-0.3%,-3.9%,-7%,-0.3%,i,55,0%,-1.1,37,-8%,-16%
CN1CCN(c2ccccc2NC(=O)c2ccc(N3CCOCC3)c([N+](=O)[O-])c2)CC1,0.2%,2.2%,8%,0.1%,i,50,8%,0.2,76,-5%,18%
O=C(O)c1ccccc1-c1ccc(/C=C2\SC(=O)N(c3ccccc3)C2=O)o1,-0.1%,-1.8%,11%,-0.1%,i,60,-7%,1.3,68,0%,-8%[20 µM]
O=C(c1cccc(C(F)(F)F)c1)N1CCOC12CCN(c1ncc(C(F)(F)F)cc1Cl)CC2,-0.2%,2.2%,-3%,-0.7%,i,33,1%,4.7,38,-5%,7%
Cc1cccc(OCC(=O)Nc2ccccc2N2CCCCC2)c1,0.2%,-1.2%,5%,0.9%,i,30,4%,13,67,-3%,36%
O=S(=O)(Nc1ccc(N2CCCCC2)cc1)c1cccc2cccnc12,-0.4%,-2.8%,12%,1.4%,i,30,-8%,1.0,43,3%,20%

# Rows are unselected, and some 0.62% of all compounds hit somewhere here.
